# High-throughput results as filed in PubChem.
# GPR151 ag – activators of human GPR151 | PathHunter beta-arrestin GPR151 cells, luminescence | activation, % at 11.2 µM | 1% of 650,000 active | AID 1508602; in the data active = activation above about 4.9%;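 also: 0% = median of compound wells and 100% = cells with positive control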
# Target sequence (Q8TDV0 whole entry, looked up): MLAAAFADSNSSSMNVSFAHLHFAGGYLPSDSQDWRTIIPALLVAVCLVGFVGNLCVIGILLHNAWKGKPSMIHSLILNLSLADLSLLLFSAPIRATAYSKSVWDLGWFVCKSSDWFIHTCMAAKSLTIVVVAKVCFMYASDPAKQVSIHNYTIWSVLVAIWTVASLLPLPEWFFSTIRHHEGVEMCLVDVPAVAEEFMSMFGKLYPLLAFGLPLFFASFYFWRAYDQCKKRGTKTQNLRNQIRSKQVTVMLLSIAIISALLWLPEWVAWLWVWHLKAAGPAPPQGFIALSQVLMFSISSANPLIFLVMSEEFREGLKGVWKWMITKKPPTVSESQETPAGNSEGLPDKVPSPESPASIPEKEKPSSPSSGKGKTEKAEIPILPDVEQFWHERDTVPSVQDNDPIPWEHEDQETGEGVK
# MITF inh – blocks human microphthalmia-associated transcription factor. O75030. AlphaScreen MITF homodimerization, bead proximity signal. inhibition, % at 2.6 µM. 0.91% of 650,000 active; in the data active = inhibition above about 50%;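 also: 0% = vehicle wells with protein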
# Target sequence (O75030 whole entry, looked up): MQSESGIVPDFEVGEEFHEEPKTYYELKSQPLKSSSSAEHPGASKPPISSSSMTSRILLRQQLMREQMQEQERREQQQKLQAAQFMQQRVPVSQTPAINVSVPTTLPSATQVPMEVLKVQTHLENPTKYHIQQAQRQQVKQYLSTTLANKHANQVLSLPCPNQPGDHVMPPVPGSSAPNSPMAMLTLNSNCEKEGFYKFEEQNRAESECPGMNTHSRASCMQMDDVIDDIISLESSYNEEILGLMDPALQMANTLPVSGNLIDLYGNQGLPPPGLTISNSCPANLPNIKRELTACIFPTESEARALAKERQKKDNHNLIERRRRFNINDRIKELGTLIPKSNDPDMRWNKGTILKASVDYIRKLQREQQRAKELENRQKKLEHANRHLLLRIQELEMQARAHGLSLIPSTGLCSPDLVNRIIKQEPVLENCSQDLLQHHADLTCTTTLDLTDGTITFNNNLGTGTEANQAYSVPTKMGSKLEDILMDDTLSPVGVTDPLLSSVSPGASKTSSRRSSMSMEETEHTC
# TEAD-YAP inh – TEAD-YAP interaction inhibition; HEK-TIYL cells, TEAD-Gal4/YAP UAS-luciferase luminescence; inhibition, % at 9.12 µM; 1.4% of 640,000 active; AID 1259422; in the data active = inhibition above about 32%;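 also: 0% = median of test compound wells and 100% = reference inhibitor wells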
# FBW7 activator – activators of human E3 ligase FBW7; AID 1259310; AlphaScreen FBW7–phospho-cyclin E peptide binding, activator screen; Q969H0; normalized activity (activation), % at 26.1 µM; 0.13% of 650,000 active; in the data active = normalized activity above about 1.9%;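 also: purified mutant Fbw7 with reduced substrate affinity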
# The depositor's hits bear a star.
# Order of values: GPR151 ag	MITF inh	TEAD-YAP inh	FBW7 activator
1	COc1ccc(C2C(C(=O)c3ccco3)=C(O)C(=O)N2CCCN(C)C)cc1OC (configuration not stated)
→ 4.9	1	5	0.0
2	Cc1cc(C)cc(NC(=O)C(C)n2c3ccccc3c3nc(=O)cc(C)n32)c1 (configuration not stated)
→ -0.4	-3	5	0.1
3	COc1ccc(C2CC(=O)n3nc(-c4cccc(C)c4)nc3S2)cc1 (configuration not stated)
→ -1.7	15	9	0.0
4	Cc1noc(C)c1S(=O)(=O)Nc1cccc(F)c1
→ 0.4	1	-5	-0.1
5	CC1CCN(C(=O)c2c[nH]c3ccc(S(=O)(=O)N4CCN(C)CC4)cc3c2=O)CC1
→ -1.0	10	-2	0.2
6	CC(=O)N1CCCc2ccc(NS(=O)(=O)c3cc(F)ccc3F)cc21
→ 0.9	0	2	0.0
7	O=C(NCc1ccccc1Cl)c1ccc2c(=O)n(Cc3ccccc3)c(SCc3nc4ccccc4[nH]3)nc2c1
→ 1.3	13	1	0.0
8	CCc1ccc(OCC2c3cc(OC)c(OC)cc3CCN2C(=O)C(C)C)cc1 (configuration not stated)
→ -0.6	14	-8	0.1
9	CCOC(=O)C1(Cc2cccc(F)c2)CCN(Cc2nc(CC)[nH]c2C)CC1
→ -1.3	-7	-8	0.2
10	O=C(CCC(=O)NNC(=O)NC1CCCCC1)NCc1ccccc1
→ -0.7	10	-4	0.3
11	O=C(OCC(=O)c1ccccc1Br)c1ccncc1
→ 0.0	-9	1	-0.2
12	CC(C)CCOC(=O)C(C)Oc1ccc2c(=O)c(Oc3ccccc3Br)coc2c1 (configuration not stated)
→ 0.0	1	1	-0.2
13	O=C(NC(=S)NCCc1ccc(Cl)cc1)c1ccco1
→ 1.0	-3	-10	-0.2
14	CN(C(=O)c1cc2n(n1)C(C(F)(F)F)CC(c1cccs1)N2)C1CCCCC1 (configuration not stated)
→ -0.7	8	12	0.2
15	Cc1cc(NCc2ccccc2)nc(Nc2nccc3ccccc23)n1
→ -1.7	2	10	0.4
16	O=C(Nc1ccccc1)c1ccc2nc(NCc3cccnc3)sc2c1
→ -2.0	11	-76	0.0
17	COc1ccc(/C=c2\sc3n(c2=O)CCN=3)cc1OC
→ 0.4	-2	1	-0.1
18	COc1ccc(C2c3cccn3CCN2C(=S)Nc2cccc(F)c2)cc1OC (configuration not stated)
→ 1.4	10	7	-0.1
19	CC(=O)c1cccc(NC(=O)N(CC2CC2)C2CCN(c3nc(C)cc(C)n3)CC2)c1
→ 0.7	18	-11	0.1
20	CN(Cc1cccs1)C(=O)CC1(c2ccccc2)CC(=O)N(CCc2ccccn2)C1=O (configuration not stated)
→ -0.6	12	-1	0.1
21	CCC(=O)Nc1ccc(C(=O)Nc2ccc(I)cc2)cc1
→ 0.5	17	-4	0.6
22	COc1ccc2c(c1)N(C(=O)CN1C(=O)c3ccccc3C1=O)C(C)(C)c1ssc(=S)c1-2
→ 2.9	-3	12	-0.2
23	Cc1noc(C)c1S(=O)(=O)N1CCCC(C(=O)Nc2nccs2)C1 (configuration not stated)
→ 3.5	3	5	0.0
24	N#C/C(=C\c1cccc2ccccc12)c1nnc2n1CCCCC2
→ -0.1	12	-2	-0.1
25	CC(C(=O)Nc1ccc(C#N)cc1)N(C)CC(=O)Nc1cccc(F)c1 (configuration not stated)
→ -2.0	12	4	0.2
26	Oc1ccc(/C=N/Nc2nc(-c3ccccc3)cs2)cc1
→ -0.2	7	-1	0.1
27	COc1cccc(CC2=NOC(C(=O)NCc3cnc4ccccc4c3)C2)c1 (configuration not stated)
→ 0.8	3	35*	-0.1
28	Cc1ccccc1N1C(=O)c2ccc(Oc3ccc(N)cc3)cc2C1=O
→ -0.1	12	15	0.3
29	COc1ccc(C2C(C#N)=C(N)Oc3cc(C)n(CC4CCCO4)c(=O)c32)cc1OC (configuration not stated)
→ 0.1	-1	7	0.0
30	Cc1ccccc1-c1ccc(CN2CCC(=O)N(C)CC2)cc1
→ 2.4	-5	-20	-0.2
31	CC1CCc2c(sc3ncn4c(=O)n(CCC(N)=O)nc4c23)C1 (configuration not stated)
→ 0.8	-13	-2	0.0
32	CCN(CC)c1ccc(NC(=O)OC)cc1
→ -1.3	12	0	0.0
33	CCN(CC)c1ccc(CN2CCc3nnc(CNS(=O)(=O)C(C)C)n3CC2)cc1
→ 1.4	17	0	-0.1
34	Cc1ccc(C(=O)Nc2ccc(-c3nc4ccccc4o3)cc2)c(Cl)c1
→ 6.5*	-3	-9	1.1
35	COc1ccc(CN2CCN(Cc3cccn3-c3ccccn3)CC2CCO)cc1C (configuration not stated)
→ -0.3	0	-1	-0.2
36	CC(C)(C)OC(=O)NC1CCN(C(=O)Nc2cccc(F)c2)CC1
→ 2.5	-6	0	-0.1
37	COc1ccc(C(=O)O)cc1F
→ 0.1	6	6	0.0
38	COc1ccc2c(c1OC)C(=O)N(c1cccc(Cl)c1)C2=O
→ -1.1	4	-3	0.2
39	COc1cc(C2C(C(=O)OCCc3ccccc3)=C(C)NC3=C2C(=O)CCC3)cc(Cl)c1O (configuration not stated)
→ 0.8	-5	1	-0.2
40	O=C(/C=C/c1ccco1)NC1CCCc2ccccc21 (configuration not stated)
→ 0.1	-13	-2	0.0
41	O=C1CC(N2CCN(c3ccccc3Cl)CC2)C(=O)N1c1cc(Cl)cc(Cl)c1 (configuration not stated)
→ 1.0	13	9	0.1
42	COc1cc(-c2c(C#N)c(N)nc3sc(C(N)=O)c(N)c23)cc(OC)c1OC
→ 0.4	-7	-40	0.0
43	COC(=O)c1c(F)cccc1Oc1nc(OC)cc(OC)n1
→ 0.5	-2	7	0.1
44	Cc1cc(/C=C2/C(=O)NC(=S)N(Cc3ccco3)C2=O)c(C)n1C
→ 0.2	77*	0	-0.8
45	Cc1ccc(C(=O)OCC(=O)Nc2ccc(C#N)cc2)cc1S(=O)(=O)N1CCCCC1
→ -1.0	-3	4	-0.1
46	Cc1cccc(N2CCN(C(=O)c3ccc(Sc4cccc(Cl)c4)c([N+](=O)[O-])c3)CC2)c1C
→ 0.6	9	-2	-0.1
47	COCCCNC(=O)CS(=O)Cc1nc(-c2cccc(C)c2)oc1C (configuration not stated)
→ 1.0	13	0	0.4
48	COC(=O)c1ccc(CN2C(=O)NC3(CCC(C)CC3)C2=O)o1 (configuration not stated)
→ -1.4	14	-4	0.2
49	CCOc1ccccc1NC(=O)C12CCC(C)(C(=O)C1)C2(C)C (configuration not stated)
→ 0.7	15	6	1.5
50	O=C(C1CCCN(S(=O)(=O)c2ccc(F)cc2)C1)N1CCCCC1 (configuration not stated)
→ 0.7	12	-1	0.0

# Following part
# Order of values: GPR151 ag	MITF inh	TEAD-YAP inh	FBW7 activator
51	COc1ccc(C(=O)CC2(O)C(=O)N(CCc3ccccc3)c3ccccc32)cc1 (configuration not stated)
→ -0.2	13	3	0.1
52	CCOc1ccc(C(=O)Nc2nc(C)c(C(=O)OC)s2)cc1[N+](=O)[O-]
→ 0.5	3	0	-0.1
53	CCOC(=O)c1c(N)n(C(C)CC)c2nc3ccccc3nc12 (configuration not stated)
→ -0.8	2	12	0.2
54	CSc1nnc(C2CCCN(C(=O)Nc3cccc(C(C)=O)c3)C2)n1C (configuration not stated)
→ -0.8	-3	-2	0.0
55	Cc1cc(C(F)(F)F)n2nc(C(=O)N3CCN(Cc4ccco4)C[C@@H]3C(C)C)cc2n1
→ 0.1	1	5	0.0
56	Cc1ccc(C(=O)CC2(C#N)C(N)=C(C=O)CC2(C#N)C#N)o1 (configuration not stated)
→ 1.7	1	5	-0.1
57	CCOC(=O)c1sc(NC(=O)c2ccc(OC)c(OC)c2)c(C(N)=O)c1C
→ 0.0	-12	3	0.1
58	COCCC(=O)N1CCCC(N2CCN(c3ccccc3)CC2)C1 (configuration not stated)
→ -1.5	19	2	0.6
59	CCOC(=O)C1CCN(c2nc(C)nc3c2CN(C(=O)N2CCOCC2)CC3)CC1
→ 0.8	-4	-8	0.1
60	CCCCNC(=O)Cn1cnc2ccccc2c1=O
→ -0.5	16	3	0.1
61	CCOC(=O)C1(Cc2ccccc2)NC(c2cccs2)C2C(=O)N(CC)C(=O)C21 (configuration not stated)
→ 0.1	14	0	-0.1
62	CCN(CC)C1=Nc2cc(C(=O)NCc3ccc4c(c3)OCO4)ccc2Sc2ccccc21
→ 0.1	4	1	-0.1
63	O=C(Nc1cc(Cl)cc(Cl)c1)c1ccc(N2C(=O)CCC2=O)cc1
→ -0.8	-7	3	0.0
64	COc1ccc(OCC(=O)OCCN2CCOCC2)cc1
→ 1.3	-10	-1	0.0
65	COc1cccc(NC(=O)CSc2nc3ccsc3c(=O)n2-c2ccccc2)c1
→ -0.1	-3	-3	-0.1
66	NC(=O)c1c(NC(=O)c2ccc(N3C(=O)CCC3=O)cc2)sc2c1CCCC2
→ 3.0	-5	5	0.0
67	O=C(N[C@H]1C[C@H]2C(=O)N[C@@H](Cc3c[nH]c4ccccc34)C(=O)N2C1)c1cccnc1Oc1ccc(Cl)cc1
→ -0.8	11	10	0.1
68	CN1CCN(/N=C/c2cccc([N+](=O)[O-])c2)CC1
→ 0.5	3	-19	0.6
69	NCCn1ncc2c(N3CCN(Cc4ccccc4)CC3)ncnc21
→ 1.6	8	11	0.0
70	Cc1ccc(-n2nc3c(c2NC(=O)c2ccccc2Cl)CS(=O)(=O)C3)cc1
→ 1.9	-3	1	-0.1
71	Cn1c(=O)n(CC(=O)Nc2ccc(F)cc2)c2cccnc21
→ -0.3	22	-3	0.0
72	O=C(Cc1ccccc1)N1CCC(N2CCN(c3ccccc3F)CC2)CC1
→ 4.0	35	-4	-0.1
73	Cc1ccc(NC(=O)CCS(=O)(=O)c2cc3c(cc2Cl)NC(=O)CO3)cc1Cl
→ -1.3	11	15	0.8
74	Cc1ccc(CNC(=O)c2ccc(Cl)c(NC3=NC4CS(=O)(=O)CC4S3)c2)cc1 (configuration not stated)
→ 0.5	-6	0	-0.1
75	CC(C)C(NS(C)(=O)=O)c1nnc2n1CCN(Cc1cccs1)CC2 (configuration not stated)
→ 0.7	-16	-10	0.1
76	Cc1ccc2oc(C(=O)N3CCN(c4cccc(Cl)c4)CC3)cc2n1
→ -1.9	-3	-9	-0.2
77	CS(=O)(=O)N(c1ccc(Cl)cc1)C1CCS(=O)(=O)C1 (configuration not stated)
→ 0.4	7	7	-0.1
78	Cc1ccccc1C1C(C#N)=C2N=C(N)c3c(sc4c3CCCCC4)N2C2=C1C(=O)CC(C)(C)C2 (configuration not stated)
→ 0.4	3	1	0.1
79	O=C(NCc1n[nH]c(=S)n1Cc1ccccc1)c1ccccc1F
→ -0.8	4	-1	-0.2
80	CCCCNC(=O)c1nn(-c2ccc(OC)cc2)c(=O)c2ccccc12
→ 0.3	-7	-5	0.0
81	O=C(NCc1ccc(Br)cc1)C(=O)c1c(-c2ccccc2)cc2ccccn12
→ 0.5	14	2	0.2
82	CC(C)(C)c1csc(N/N=C\c2ccccc2)n1
→ 0.4	-1	-85	-0.3
83	COc1ccc(-c2cc(C(=O)Nc3ccccc3OC)c3ccccc3n2)cc1
→ -0.8	-8	3	-0.1
84	CC(C)(C)OC(=O)N1CC=C2C(C#N)=C(N)C(C#N)(C#N)C(c3ccoc3)C2C1 (configuration not stated)
→ 0.5	14	12	0.2
85	CCN=C(Nc1ccc2c(c1)OCO2)SC1CC(=O)N(c2ccccc2F)C1=O (configuration not stated)
→ -0.6	2	-6	-0.1
86	CCOC(=O)N1CCc2c(sc3c2C(=O)NC(c2ccc(Cl)cc2)N3)C1 (configuration not stated)
→ 0.2	7	13	0.1
87	Cc1nc2ccc(Nc3ccncc3)cc2s1
→ -1.3	-5	-11	-0.1
88	CC(=O)N(c1ccc(N(C(C)=O)S(=O)(=O)c2ccccc2)cc1)S(=O)(=O)c1ccccc1
→ -0.8	1	4	0.2
89	CCOc1ccc(N/C(=N\c2nc(C)cc(C)n2)NC(=O)Nc2ccc(Cl)c(Cl)c2)cc1
→ 0.1	-7	-1	-0.1
90	Cc1ccccc1C(=O)NNC(=O)c1ccccc1I
→ -0.6	-5	-4	0.7
91	COc1ccc(C(=O)Nc2nnc(CC(=O)N/N=C/c3c[nH]c4ccccc34)s2)cc1
→ 0.4	-7	-26	0.1
92	Cc1nnc(SCCC(=O)Nc2ccc(Br)cc2)s1
→ 1.2	7	-4	0.4
93	COC(=O)c1c(OC(C)C)cc(=O)n2c1CCN(C(=O)c1cn3ccccc3n1)CC2
→ 0.1	21	4	0.1
94	N#C/C(=C\Nc1ccc(S(=O)(=O)NC(N)=O)cc1)c1nc(-c2ccccc2)cs1
→ -1.1	10	-1	-0.1
95	O=C(c1cccs1)N1CCN(C2CCCC2)CC1
→ -0.1	45	-9	0.1
96	CCCCNc1cc(F)nc(N)n1
→ -0.4	10	-11	0.1
97	Cc1[nH]c2ccccc2c1/C=N/Nc1ccc(S(=O)(=O)N2CCOCC2)cc1[N+](=O)[O-]
→ 0.9	19	-6	-0.2
98	O=C(COc1ccc(Cl)cc1)N/N=C/c1cc([N+](=O)[O-])cc([N+](=O)[O-])c1O
→ 0.5	12	12	0.1

# Some of the entries above, reformatted.
92	Cc1nnc(SCCC(=O)Nc2ccc(Br)cc2)s1
93	COC(=O)c1c(OC(C)C)cc(=O)n2c1CCN(C(=O)c1cn3ccccc3n1)CC2
94	N#C/C(=C\Nc1ccc(S(=O)(=O)NC(N)=O)cc1)c1nc(-c2ccccc2)cs1
95	O=C(c1cccs1)N1CCN(C2CCCC2)CC1
96	CCCCNc1cc(F)nc(N)n1
97	Cc1[nH]c2ccccc2c1/C=N/Nc1ccc(S(=O)(=O)N2CCOCC2)cc1[N+](=O)[O-]
98	O=C(COc1ccc(Cl)cc1)N/N=C/c1cc([N+](=O)[O-])cc([N+](=O)[O-])c1O
screen / no.,92,93,94,95,96,97,98
GPR151 ag,1.2,0.1,-1.1,-0.1,-0.4,0.9,0.5
MITF inh,7,21,10,45,10,19,12
TEAD-YAP inh,-4,4,-1,-9,-11,-6,12
FBW7 activator,0.4,0.1,-0.1,0.1,0.1,-0.2,0.1
